Screens: PubChem, Fisher Drug Discovery Resource Center
hcGAS lum: human cGAS inhibition; AID 1259398; inhibition, % at 12.5 µM; recombinant h-cGAS, ATP depletion, Kinase-Glo luminescence; Q8N884; hit rate 0.081% among 290,000;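 also: 0% = vehicle reaction and 100% = reaction without DNA for no activity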
Target sequence (Q8N884 whole entry, looked up): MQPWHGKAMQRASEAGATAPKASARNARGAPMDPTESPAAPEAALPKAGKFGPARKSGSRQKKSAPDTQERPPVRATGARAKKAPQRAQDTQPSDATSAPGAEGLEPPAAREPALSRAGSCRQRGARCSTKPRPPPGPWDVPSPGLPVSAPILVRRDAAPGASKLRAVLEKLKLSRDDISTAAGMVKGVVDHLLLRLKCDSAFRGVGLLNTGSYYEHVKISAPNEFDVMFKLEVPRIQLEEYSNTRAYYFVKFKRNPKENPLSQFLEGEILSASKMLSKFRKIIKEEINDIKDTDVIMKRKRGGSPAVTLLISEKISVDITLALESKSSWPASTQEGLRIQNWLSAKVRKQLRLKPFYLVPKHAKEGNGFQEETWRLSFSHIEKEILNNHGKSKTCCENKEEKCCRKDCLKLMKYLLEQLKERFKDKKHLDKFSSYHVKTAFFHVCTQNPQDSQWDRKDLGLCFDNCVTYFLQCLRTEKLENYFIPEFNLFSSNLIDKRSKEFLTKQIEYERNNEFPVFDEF
NPYLR7 agonist: mosquito NPYLR7 agonism; AID 1259423; activation, % at 10 µM; hit rate 0.15% among 270,000; HEK293T NPYLR7/Galpha15, GCaMP6s calcium fluorescence; in the data active = activation above about 40%;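 also: 0% = vehicle and 100% = reference agonist at the receptor; some compounds past the cut are filed as inactive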
mcGAS inh: blocks mouse cGAS activity. Q8C6L5. recombinant cGAS, Kinase-Glo ATP depletion luminescence. inhibition, % at 12.5 µM. hit rate 0.15% among 160,000;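 also: 0% = negative control wells and 100% = reference inhibitor with no enzyme activity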
The depositor's hits bear a star; x = not tested or not shown. Rule as the data show it, unless noted: active = inhibition above about 40%; inactive = the rest.

SMILES	hcGAS lum	NPYLR7 agonist	mcGAS inh
C=CCn1c2[n+](c3ccccc31)CC(O)CS2 (stereo not given)	-9	2	x
CN(C)c1ccc(NC(=O)c2ccccc2Cl)cc1CN(Cc1ccco1)C(=O)C1CC1	-7	-6	-5
CC(=O)c1cccc2c1OC(F)(F)C(=O)N2Cc1ccc(F)cc1	-2	4	x
COc1ccc(OC)c(NC(=O)C2(C)CCN2Cc2cc3ccccc3o2)c1 (stereo not given)	-9	5	x
CCc1c(C(=O)N(Cc2cccs2)C(CC)CO)csc1C (stereo not given)	-6	13	-12
Cc1ccc(S(=O)(=O)N(Cc2csc(COc3cccc(C)c3)n2)C(C)C)cc1	4	-6	-1
O=C(COc1ccccc1-c1cnoc1)N/N=C\C1=C(Cl)c2ccccc2OC1	-3	1	x
CC(=O)NC1SC=CN1C (stereo not given)	-1	-2	x
NC(=O)c1cncc(/C=C/c2ccccc2)c1	-1	3	-14
COc1nc(-c2ccccc2F)n(-c2ccc(NC(=O)Nc3ccccc3C)cc2)n1	-4	x	-11
CC(C)N(CCNC(=O)c1cccnc1Oc1ccccc1)C(C)C	-5	1	-5
Cc1nccn1CCC(=O)NC[C@@H]1CC[C@H]2C[C@@H]1C2(C)C	-10	31	x
O=c1c2sccc2nc(SCc2cc(=O)n3cc(Cl)ccc3n2)n1C1CC1	-10	7	x
CN(C)S(=O)(=O)CCNC1CCN(Cc2ccccc2)CC1	-3	16	x
CN(C)c1nc(Nn2cnnc2)nc(N(C)C)n1	-1	-1	x
COC(=O)c1cc2n(n1)CCCN(C(=O)c1ccccc1-c1ncc[nH]1)C2	-1	13	x
O=C(c1nc2ccccc2[nH]1)c1ccccc1[N+](=O)[O-]	4	10	7
CCCNC(=O)C1(C)CCCN(Cc2cc(-c3ccccc3)n(C)n2)C1 (stereo not given)	-13	-2	x
COc1ccc(SCC(=O)N(CCn2cccn2)c2nc3c(F)cccc3s2)cc1	-1	-16	-8
O=S(=O)(NCC1CCN(c2ncccn2)CC1)c1ccccc1Cl	-1	-5	x
O=C(Cn1cnc2ccsc2c1=O)Nc1ccc2c(c1)OCCO2	-6	2	-5
CCOC(=O)c1cc(C(C)(C)C)n(C2CCN(C(=O)c3c(F)c(F)c(F)c(F)c3F)CC2)n1	2	-7	0
COc1ccc2oc(=O)c(-c3nnc(-c4cnc5ccccc5c4)o3)cc2c1	-7	-2	-6
O=C(Cc1csc(-n2cccc2)n1)Nc1ccc2c(c1)OCCO2	-5	-2	x
O=C(NC1CC1)C1CCN(C2CCN(Cc3cccn3-c3cccnc3)CC2)CC1	-9	13	x
CN1CCN(n2c3c(c(SCC(=O)Nc4nc5ccccc5s4)nc2=O)CCC3)CC1	-8	-6	-9
CCC(CO)N(CC1CCCN(S(C)(=O)=O)C1)c1ccccc1 (stereo not given)	-10	5	x
CCc1nnc(SCc2ccc(OCCC(C)C)cc2)n1N	-2	-12	x
CCn1c(SCC(=O)Nc2ccc3c(c2)OCCO3)nc2c(-c3ccccc3)c[nH]c2c1=O	-1	-1	0
COc1ccc2nc(N(Cc3ccco3)C(=O)c3cc(C)nn3C)sc2c1	-5	4	x
CC(C)N(CC(=O)NCC(F)(F)F)C1CCCC1	0	7	-17
CC1(C)C(C=C(Cl)Cl)C1C(=O)OCc1cccc(Oc2ccccc2)c1 (stereo not given)	0	-7	x
CCCCCN1CC2=C(C1=O)C(c1ccc(C)cc1)NC(=O)N2 (stereo not given)	-9	3	x
O=C(c1ccc2nc[nH]c2c1)N1CCCC(CCc2ccccc2)(C(=O)O)C1 (stereo not given)	-7	4	-15
COc1ccccc1C(=O)NC1CCN(c2ccccc2C(=O)N2CCCC2)CC1	2	3	-4
CN(C)CCCNC(CC(=O)Nc1ccc(Oc2ccccc2)cc1)C(=O)O (stereo not given)	-1	-8	-7
CCCNC(=O)c1cc(Br)ccc1O	-1	4	-4
COc1ccccc1N1CCN(C2Sc3ccccc3NC2=O)CC1 (stereo not given)	-4	-3	x
CC(C)CN(CC(C)C)C(=O)CN1C(=O)NC2(CCCCCC2)C1=O	-7	1	-7
COCCCNC(=O)CN1C(=O)CSC(c2cc(OC)ccc2OC)c2c(-c3ccccc3)nn(-c3ccccc3Cl)c21 (stereo not given)	-13	17	-4
CCOc1ccc(-n2cnc3ccccc32)cc1C(N)=O	-5	17	x
CCCCS(=O)(=O)N(C)C(=O)C1CC1c1c(F)cccc1F (stereo not given)	-7	8	x
CCOC(=O)c1nn(-c2ccc(OC)cc2)c(=O)c2c(NC(=O)CC3CCCCC3)scc12	3	-2	-1
COc1ccc(OC)c(C=NNC(=O)c2cc(-c3ccc(Cl)c(Cl)c3)n[nH]2)c1	-6	2	-8
Cc1nnc(-c2cc3ccccc3n2CC(=O)Nc2ccccc2F)o1	-6	13	-7
Cc1n[nH]c(C)c1CCc1n[nH]c(=O)n1C1CCCCC1	2	3	x
Cc1cc(N2CCN(S(=O)(=O)c3ccc(F)cc3)CC2)n2c(nc3ccccc32)c1C#N	-8	1	-6
CCN(C(=O)NCc1ccc(C)cc1)C(C)c1ccc(C#N)cc1 (stereo not given)	-6	4	x

An excerpt from above, limited to hcGAS lum:
SMILES	hcGAS lum
CC(C)CN(CC(C)C)C(=O)CN1C(=O)NC2(CCCCCC2)C1=O	-7
CCOc1ccc(-n2cnc3ccccc32)cc1C(N)=O	-5
Cc1nnc(-c2cc3ccccc3n2CC(=O)Nc2ccccc2F)o1	-6
COc1ccccc1N1CCN(C2Sc3ccccc3NC2=O)CC1 (stereo not given)	-4

Molecules listed so far that have a thiophene ring, fused or not:
SMILES	hcGAS lum	NPYLR7 agonist	mcGAS inh
CCc1c(C(=O)N(Cc2cccs2)C(CC)CO)csc1C (stereo not given)	-6	13	-12
O=c1c2sccc2nc(SCc2cc(=O)n3cc(Cl)ccc3n2)n1C1CC1	-10	7	x
O=C(Cn1cnc2ccsc2c1=O)Nc1ccc2c(c1)OCCO2	-6	2	-5
CCOC(=O)c1nn(-c2ccc(OC)cc2)c(=O)c2c(NC(=O)CC3CCCCC3)scc12	3	-2	-1

Further compounds follow.
SMILES	hcGAS lum	NPYLR7 agonist	mcGAS inh
COc1ccc(-c2ccc(CCC(=O)NCCCN3CCCC3=O)n2-c2ccc(SC)cc2)cc1	-4	0	-10
CC(C)(C)c1ccc(OCC(=O)Nn2cnnc2)c(Br)c1	-4	-3	-2
Cc1ccc(NC(=O)Cn2c(=O)n(Cc3ccccc3)c(=O)c3sc4ccccc4c32)cc1	-8	1	-9
Cn1c(=O)[nH]c(=O)c2c1nc(NCCO)n2Cc1ccccc1	-8	-2	x
CC(NC(=O)c1cc(Br)ccc1I)C1CC1 (stereo not given)	-9	7	x
Cc1cc(C)cc(Oc2cc(C(F)(F)F)nc(SCc3ccccc3C)n2)c1	4	-3	1
CC(C)(C)O[C@H]1CCCC2=CC(=O)CC[C@@]21C	-7	-5	x
COCCCNC(=O)CC(c1ccc(OC)cc1)c1cn(C)c2ccccc12 (stereo not given)	-4	1	-5
COc1ccc(-c2cc(C)cnc2-n2cnnc2)c2ccc(C)nc12	1	14	-10
COc1cccc(CN(CC(O)COCc2ccccc2)CC2CCCO2)c1 (stereo not given)	-6	23	-6
CCCn1nc(C(=O)N2CCCC2)c2c1CCC(NCc1cccc(OC(F)(F)F)c1)C2 (stereo not given)	-4	17	-6
COc1cc(Cl)ccc1OCc1cc(C(=O)N2CCCC2c2ccc(F)cc2)no1 (stereo not given)	-5	3	x
Cc1cc(-c2ccc3c(c2)OCO3)cnc1N	-5	-5	x
CCCN(C(=O)c1ccc(Cl)cc1Cl)C(C)c1nc2ccccc2c(=O)n1-c1ccc(OCC)cc1 (stereo not given)	0	0	-5
Cc1nc(CNc2cc(Cl)ccc2N2CCOCC2)no1	2	-16	x
O=C(/C=C/c1cccc(Cl)c1Cl)N1CCN(Cc2ccccn2)CC1	2	-2	x
CC(N)=C(C#N)C(=O)COC(=O)c1cc2c(s1)CCC2	4	-2	x
CCOC(=O)C1(C)CCN1C(=O)c1ccc(C(F)(F)F)nc1C (stereo not given)	0	0	x
O=C(CSc1nc(C(F)(F)F)cc(=O)[nH]1)NCc1ccc(F)cc1	0	4	2
CC1(C)CCC(C)(C)c2cc(NC(=O)c3ccc(C(=O)O)cc3)ccc21	-11	-4	-11
CC(C)(C)NC(=O)NC(=O)CSc1nnc(-c2ccccc2Br)o1	-3	7	-5
COc1ccc(-c2noc(CN3CCC[C@H]3C(N)=O)n2)cc1	-6	0	x
COc1ccc(C(=O)Oc2ccc(-c3nc4cc(C)ccn4c3NC(C)(C)CC(C)(C)C)cc2OC)c(OC)c1	-1	-2	0
CC1=NC2=C(C(=O)CCC2)C(c2ccncc2)C1C(=O)OCCOc1ccccc1 (stereo not given)	-6	0	-6
O=C(O)c1ccc(-c2ccccc2OC(F)(F)F)cc1F	-4	8	x
Cc1ccc(-c2cc3c(=O)n(CC(=O)NC4CCCCC4)ccn3n2)cc1	-6	8	-7
O=C(Nc1ccccc1C(F)(F)F)c1cc2nc(-c3ccc(Br)cc3)cc(C(F)(F)F)n2n1	-8	7	-7
Cc1ccc(-n2nnc(-c3nnc(-c4ccco4)o3)c2C)cc1	-10	5	-9
CNC(=S)N1CCn2cccc2C1c1ccc(C)cc1 (stereo not given)	-3	3	x
Cc1nc(-n2nc(-c3cccs3)cc2NC(=O)c2ccc(Br)o2)[nH]c(=O)c1C	-8	-1	x
COCCNC(=O)c1cc(NC(=O)NC2CCCCC2)ccc1N1CCC(Cc2ccccc2)CC1	5	-4	1
CCn1nc(-c2ccccc2)c(-c2ccccc2)c(C(=O)Nc2ccccc2C#N)c1=O	-8	-3	-2
Cc1ccsc1/C=N\Nc1ccc2c(Cl)cc(Cl)c(O)c2n1	5	-5	-6
COc1ccc(CN(Cc2ccco2)C(=O)c2cccc(Br)c2)cc1OCc1nc(CO)cs1	0	2	-2
Cc1c(Cl)cccc1NC(=O)c1cnc2c(C)csc2c1	-3	-3	-3
COc1ccc(CNC(=O)c2cn(Cc3ccccc3C)c(=O)s2)cc1OC	-2	3	x
Cn1c(=O)c2c(ncn2Cc2cc3c(cc2Br)OCO3)n(C)c1=O	-4	1	-5
O=C(Cc1nc(-c2ccncc2)n[nH]1)N1CCOCC1	-12	5	-7
Cc1ccc2[nH]cc(-c3cncc(C(=O)O)c3)c2c1	-3	0	-16
CC(C)(C)C(=O)CN1CCC(C(=O)NC(c2ccccc2)c2cnccn2)CC1 (stereo not given)	3	-2	1
Cc1c(NS(=O)(=O)N2CCC(C)CC2)c(=O)n(-c2ccccc2)n1C	-5	-3	-12
CCOC(=O)c1c(-c2ccccc2)csc1N=Cc1nc(-c2ccco2)oc1O	-8	141*	-8
COc1ccc2oc(=Nc3cccc4ccccc34)c(-c3nc4ccccc4[nH]3)cc2c1	-2	13	-6
CN(C)CCCN1C(=O)C(O)=C(C(=O)c2cccs2)C1c1cccc([N+](=O)[O-])c1 (stereo not given)	-4	1	-6
CN(Cc1nc(-c2ccc(F)cc2)no1)CC12CC3CC(CC(C3)C1)C2	8	-3	x
[O-]/[N+](Cc1ccccc1)=N/OCc1ccccc1	2	-7	x
Cc1nc2c(o1)C1(C(=O)N2C)c2ccccc2N(c2ccccc2)C(=N)C1C#N (stereo not given)	-2	-8	x
O=C(NCc1ccncc1)c1coc(CN(Cc2ccc(F)cc2)Cc2ccc(Cl)cc2Cl)n1	0	6	1
COc1cc(-c2n(C)c3ccccc3[n+]2C)cc(OC)c1OC	-6	18	x
Cc1nc(C(=O)N(C)Cc2ccccc2-n2cccn2)cs1	-2	7	x
Cc1ccccc1CN(C)S(=O)(=O)c1ncn(C)c1Cl	-4	1	x
COc1ccc(N=Cc2c(Nc3ccccc3)nc3c(C)cccn3c2=O)cc1	-4	-7	-8
Cc1ccccc1CN1C[C@@H]2C[C@@H](c3cc4ccccc4o3)N3CCC[C@@]23C1=O	-5	1	x
C=CCN(CCC(=O)NC(N)=O)Cc1ccccc1	-6	6	-5
CSc1nnc2n(C)c(=O)c3c4c(sc3n12)COC(C)(C)C4	-9	5	x
COc1ccc(-c2nc3ccc(C)cn3c2NC(=O)CCC2CCCC2)cc1	-4	-5	0

Molecules listed so far with a tert-butyl group, in the order listed:
SMILES	hcGAS lum	NPYLR7 agonist	mcGAS inh
CCOC(=O)c1cc(C(C)(C)C)n(C2CCN(C(=O)c3c(F)c(F)c(F)c(F)c3F)CC2)n1	2	-7	0
CC(C)(C)c1ccc(OCC(=O)Nn2cnnc2)c(Br)c1	-4	-3	-2
CC(C)(C)O[C@H]1CCCC2=CC(=O)CC[C@@]21C	-7	-5	x
CC(C)(C)NC(=O)NC(=O)CSc1nnc(-c2ccccc2Br)o1	-3	7	-5
COc1ccc(C(=O)Oc2ccc(-c3nc4cc(C)ccn4c3NC(C)(C)CC(C)(C)C)cc2OC)c(OC)c1	-1	-2	0
CC(C)(C)C(=O)CN1CCC(C(=O)NC(c2ccccc2)c2cnccn2)CC1 (stereo not given)	3	-2	1
